STK33 inh: inhibitors of human STK33 kinase. 0.44% of 27,000 active. ADP-Glo luminescence, MBP substrate. inhibition, % at 12.5 µM. Q9BYT3; in the data active means inhibition above about 20%
Target sequence (Q9BYT3 whole entry, looked up): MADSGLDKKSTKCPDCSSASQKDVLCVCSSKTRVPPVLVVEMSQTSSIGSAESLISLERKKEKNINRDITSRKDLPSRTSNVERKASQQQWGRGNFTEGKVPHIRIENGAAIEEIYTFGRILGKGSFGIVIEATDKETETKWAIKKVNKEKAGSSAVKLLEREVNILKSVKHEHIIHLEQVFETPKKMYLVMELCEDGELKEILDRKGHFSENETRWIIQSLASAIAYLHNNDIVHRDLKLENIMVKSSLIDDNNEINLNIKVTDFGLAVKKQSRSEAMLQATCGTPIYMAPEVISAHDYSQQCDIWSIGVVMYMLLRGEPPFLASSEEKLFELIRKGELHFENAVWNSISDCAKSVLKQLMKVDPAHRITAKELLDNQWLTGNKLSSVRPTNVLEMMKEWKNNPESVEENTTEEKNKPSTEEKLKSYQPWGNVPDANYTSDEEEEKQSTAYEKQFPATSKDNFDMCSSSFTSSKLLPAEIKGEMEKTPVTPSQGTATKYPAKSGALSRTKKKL
p53 PUMA act: re-activators of the mutant p53 pathway; 1.5% of 28,000 active; activation, % at 9.98 µM; SW480 PUMA-promoter luciferase, p53 mutant reactivation; in the data active means activation above about 52%
* = called active by the depositor. This is a subset. The share of hits here may be higher or lower than overall.

Sample of the layout (4 entries):
CC1(OC(=O)/C=C/c2ccccc2)CC(O)C2C=COC(OC3OC(CO)C(O)C(O)C3O)C21 (configuration not stated) was read as STK33 inh -3 and p53 PUMA act 11.
For O=C(COC(=O)c1ccccc1NCc1ccco1)c1ccc(Cl)cc1 the results were STK33 inh -1.
Screening C[C@H](CO)N1C[C@H](C)[C@H](CN(C)C(=O)NC2CCCCC2)Oc2c(NC(=O)Nc3cccc4ccccc34)cccc2C1=O returned p53 PUMA act -21.
For CC(C)NC(=O)N(C)C[C@H]1Oc2ccc(NS(=O)(=O)c3ccc(F)cc3)cc2C(=O)N([C@@H](C)CO)C[C@@H]1C the results were STK33 inh -5.

Results, from the first entry:
CC1(OC(=O)/C=C/c2ccccc2)CC(O)C2C=COC(OC3OC(CO)C(O)C(O)C3O)C21 (configuration not stated) was read as STK33 inh -3 and p53 PUMA act 11.
For O=C(COC(=O)c1ccccc1NCc1ccco1)c1ccc(Cl)cc1 the results were STK33 inh -1.
Screening C[C@H](CO)N1C[C@H](C)[C@H](CN(C)C(=O)NC2CCCCC2)Oc2c(NC(=O)Nc3cccc4ccccc34)cccc2C1=O returned p53 PUMA act -21.
For CC(C)NC(=O)N(C)C[C@H]1Oc2ccc(NS(=O)(=O)c3ccc(F)cc3)cc2C(=O)N([C@@H](C)CO)C[C@@H]1C the results were STK33 inh -5.
For C[C@@H]1CN([C@@H](C)CO)C(=O)c2cccc(NC(=O)c3ccc(-c4nccs4)cc3)c2O[C@@H]1CN(C)C(=O)Nc1ccccc1 the results were p53 PUMA act 4.
COc1ccc(-c2csc3ncn(CC(N)=O)c(=O)c23)cc1OC was read as STK33 inh -1 and p53 PUMA act 12.
Screening CCCC#Cc1ccc2c(c1)O[C@@H](CN(C)C(=O)CC1CC1)[C@H](C)CN([C@H](C)CO)S2(=O)=O returned p53 PUMA act -26.
Screening COc1ccc(OCC(=O)Nc2cc(OC)ccc2NC(=O)c2ccco2)cc1 returned STK33 inh -2 and p53 PUMA act -1.
C[C@@H]1CN([C@H](C)CO)C(=O)Cc2cc(NC(=O)CCC(F)(F)F)ccc2O[C@@H]1CN(C)CC1CCCCC1 was read as p53 PUMA act 1.
Screening C[C@@H]1CN([C@H](C)CO)C(=O)c2cc(NC(=O)Cc3cn(C)c4ccccc34)ccc2O[C@H]1CN(C)Cc1ccc2c(c1)OCO2 returned STK33 inh 1.
For COC(=O)CCN(C(=O)c1cccc(OC(C)=O)c1)c1ccccn1 the results were STK33 inh 2 and p53 PUMA act 1.
C[C@@H]1CN([C@@H](C)CO)C(=O)c2cc(NS(=O)(=O)c3ccc(F)cc3)ccc2O[C@@H]1CN(C)C(=O)Nc1cccc2ccccc12 was read as STK33 inh 10.
`C/C=C/c1ccc2c(c1)O[C@H](CN(C)Cc1ccccc1F)[C@@H](C)CN([C@H](C)CO)S2(=O)=O` gave p53 PUMA act -44.
Screening Cc1ccc(OCC(=O)Nc2ccccc2N2CCN(S(C)(=O)=O)CC2)cc1 returned STK33 inh 5 and p53 PUMA act -4.
CS(=O)(=O)N(CC(=O)Nc1c(F)cccc1F)c1cccc(Cl)c1Cl was read as STK33 inh 0 and p53 PUMA act 2.
C[C@@H]1CN([C@H](C)CO)C(=O)Cc2cc(NC(=O)CCCN(C)C)ccc2O[C@@H]1CN(C)S(=O)(=O)c1ccc(Cl)cc1 was read as STK33 inh 2.
`Cn1c(SCC(=O)c2ccc(Br)cc2)nnc1-c1cccc([N+](=O)[O-])c1` gave STK33 inh 1 and p53 PUMA act -6.
`C[C@H]1CN([C@@H](C)CO)C(=O)CCCn2cc(nn2)CO[C@H]1CN(C)Cc1ccc2cccnc2c1` gave STK33 inh -3 and p53 PUMA act -5.
C[C@@H]1CCCCO[C@H](CN(C)S(=O)(=O)c2ccccc2)[C@@H](C)CN([C@@H](C)CO)C(=O)c2cc(NC(=O)Nc3ccccc3)ccc2O1 was read as p53 PUMA act -15.
`Cc1ccc(S(=O)(=O)N(C)CC(=O)Nc2ccccc2-c2ccccc2)cc1` gave STK33 inh 0 and p53 PUMA act -18.
For C[C@H]1CN([C@@H](C)CO)C(=O)c2cccc(NC(=O)c3ccncc3)c2O[C@H]1CN(C)C(=O)Nc1cccc2ccccc12 the results were p53 PUMA act -12.
For C[C@@H]1CCCCO[C@@H](CN(C)C(=O)Nc2ccccc2)[C@H](C)CN([C@H](C)CO)C(=O)c2cc(NC(=O)CCC(F)(F)F)ccc2O1 the results were p53 PUMA act -6.
For CC(C)NC(=O)Nc1ccc2c(c1)CC(=O)N([C@H](C)CO)C[C@@H](C)[C@H](CN(C)Cc1ccc3c(c1)OCO3)O2 the results were STK33 inh -1.
Screening C[C@@H]1CN([C@H](C)CO)C(=O)Cc2cc(NS(C)(=O)=O)ccc2O[C@@H]1CN(C)C(=O)Nc1ccc2c(c1)OCO2 returned STK33 inh 2.
Screening COC(=O)N(C)C[C@H]1OCc2cn(nn2)CCCC(=O)N([C@H](C)CO)C[C@@H]1C returned STK33 inh -2 and p53 PUMA act 7.
For Cc1ccc(-c2cc(C(F)(F)F)n3nc(C(=O)NCc4ccco4)cc3n2)cc1 the results were STK33 inh 1 and p53 PUMA act 6.
Screening C[C@@H]1CN([C@@H](C)CO)C(=O)CCCn2nncc2CO[C@H]1CN(C)Cc1ccc(C(=O)O)cc1 returned STK33 inh -1.
`Cc1ccc(-c2cnc3c(c2)C(=O)N([C@H](C)CO)C[C@@H](C)[C@H](CN(C)S(C)(=O)=O)O3)cc1` gave p53 PUMA act -7.
`C[C@@H]1CN([C@@H](C)CO)C(=O)Cc2cc(NC(=O)Nc3ccc(C(F)(F)F)cc3)ccc2O[C@@H]1CN(C)C(=O)Nc1ccc(C(F)(F)F)cc1` gave STK33 inh -1.
`COc1ccc(S(=O)(=O)N(C)C[C@@H]2Oc3c(NC(=O)Nc4cccc5ccccc45)cccc3C(=O)N([C@H](C)CO)C[C@H]2C)cc1` gave p53 PUMA act -11.
For CCC(Oc1cccc(NC(=O)c2ccccc2[N+](=O)[O-])c1)C(=O)c1ccccc1 (configuration not stated) the results were STK33 inh -1 and p53 PUMA act -9.
`Cc1[nH]c2ccccc2c1C(=O)CSc1nnc(N)s1` gave STK33 inh -4 and p53 PUMA act 1.
C[C@@H]1CCCCO[C@@H](CN(C)Cc2ccncc2)[C@@H](C)CN([C@@H](C)CO)C(=O)c2cc(N(C)C)ccc2O1 was read as p53 PUMA act 3.
Screening C[C@H]1CN([C@@H](C)CO)C(=O)c2cccc(NS(=O)(=O)c3ccccc3)c2O[C@H]1CN(C)C(=O)Nc1cccc2ccccc12 returned p53 PUMA act -19.
CC(C)NC(=O)N(C)C[C@@H]1Oc2ccc(NC(=O)Nc3ccc(F)cc3)cc2CC(=O)N([C@@H](C)CO)C[C@@H]1C was read as STK33 inh -2.
Screening O=C(COc1ccccc1[N+](=O)[O-])Nc1ccc(N2CCN(C(=O)c3ccco3)CC2)cc1 returned STK33 inh 3 and p53 PUMA act 10.

The last 4 entries of the section above are carried over, then new ones follow.
C[C@@H]1CCCCO[C@@H](CN(C)Cc2ccncc2)[C@@H](C)CN([C@@H](C)CO)C(=O)c2cc(N(C)C)ccc2O1 was read as p53 PUMA act 3.
Screening C[C@H]1CN([C@@H](C)CO)C(=O)c2cccc(NS(=O)(=O)c3ccccc3)c2O[C@H]1CN(C)C(=O)Nc1cccc2ccccc12 returned p53 PUMA act -19.
CC(C)NC(=O)N(C)C[C@@H]1Oc2ccc(NC(=O)Nc3ccc(F)cc3)cc2CC(=O)N([C@@H](C)CO)C[C@@H]1C was read as STK33 inh -2.
Screening O=C(COc1ccccc1[N+](=O)[O-])Nc1ccc(N2CCN(C(=O)c3ccco3)CC2)cc1 returned STK33 inh 3 and p53 PUMA act 10.
For CNC[C@H]1OCc2cn(nn2)CCCC(=O)N([C@H](C)CO)C[C@H]1C the results were STK33 inh -1 and p53 PUMA act 8.
`O=C(O)CC(Cc1ccc(Cl)cc1)C(=O)Nc1ccccc1I` (configuration not stated) gave STK33 inh -1 and p53 PUMA act -6.
`C[C@@H]1CN([C@H](C)CO)C(=O)c2cc(NS(C)(=O)=O)ccc2O[C@H]1CN(C)Cc1ccccc1` gave p53 PUMA act 0.
`COc1ccc2ccccc2c1C=C1C(=O)OC2(CCCC2)OC1=O` gave p53 PUMA act 10.
Screening O=C(CS(=O)c1ccccc1[N+](=O)[O-])Nc1cccc(C(F)(F)F)c1 (configuration not stated) returned STK33 inh -1 and p53 PUMA act 71*.
O=C(/C=C/c1ccc(O)cc1)OC[C@]12O[C@H]1[C@@H](O)[C@@H]1C=CO[C@@H](O[C@@H]3O[C@H](CO)[C@@H](O)[C@H](O)[C@H]3O)[C@@H]12 was read as STK33 inh -2 and p53 PUMA act -88.
C[C@H]1CN([C@@H](C)CO)C(=O)c2cc(NS(=O)(=O)c3cn(C)cn3)ccc2O[C@@H]1CN(C)Cc1ccccc1 was read as p53 PUMA act 4.
CN(CC(=O)Nc1cccc(Cl)c1)S(=O)(=O)c1ccccc1 was read as STK33 inh -2 and p53 PUMA act -9.
`CC1=C(C(=O)OC(C)C)C(c2ccccc2[N+](=O)[O-])n2ncnc2N1` (configuration not stated) gave STK33 inh -2 and p53 PUMA act 2.
C[C@@H]1CN([C@H](C)CO)C(=O)c2cc(NC(=O)Nc3ccccc3)ccc2O[C@@H](C)CCCCO[C@H]1CN(C)C was read as p53 PUMA act 0.
Cc1c(Cl)cccc1NC(=O)c1ccc(OCC(=O)Nc2ccc(F)cc2)cc1 was read as STK33 inh 0 and p53 PUMA act 5.
CC(C)c1nc2cc3sc(C(C)C)nc3cc2s1 was read as p53 PUMA act 6.
For COC(=O)c1ccccc1NC(=O)CN(C1CCCCC1)S(C)(=O)=O the results were STK33 inh -1 and p53 PUMA act 15.
For C[C@H]1CN([C@@H](C)CO)C(=O)c2cccc(NC(=O)C3CCOCC3)c2O[C@H]1CN(C)C(=O)NC1CCCCC1 the results were p53 PUMA act 4.
Screening CCOc1ccc(N2C(=O)CCC2=O)cc1 returned STK33 inh -4.
`COc1cc(O)c2c(=O)oc3c(O)c(OC)cc(C)c3c2c1` gave STK33 inh 16 and p53 PUMA act 12.
`Cc1noc(C)c1NC(=O)Nc1ccc2c(c1)CC(=O)N([C@H](C)CO)C[C@@H](C)[C@@H](CN(C)S(=O)(=O)c1cccs1)O2` gave STK33 inh 6 and p53 PUMA act 6.
COc1ccc(Cl)cc1NC(=S)NCc1cccnc1 was read as STK33 inh 0 and p53 PUMA act -11.
CCCN(C)C[C@@H]1OCCCC[C@@H](C)Oc2ccc(NC(=O)C3CCCCC3)cc2C(=O)N([C@H](C)CO)C[C@@H]1C was read as STK33 inh -4.
`Cc1nc(S(=O)(=O)N[C@H]2CCN(Cc3cccc(OCCO)c3)C2)cn1C` gave STK33 inh -2.
`CC1C[C@@]23CC4C(C)(C)[C@@]5(C[C@]4(CN2C1=O)N(C)C3=O)C(=O)Nc1c5ccc2c1C(=O)CC(C)(C)O2` (some centres not stated) gave STK33 inh -2.
`C[C@H](CO)N1C[C@H](C)[C@H](CN(C)C(=O)Nc2ccccc2)Oc2ncc(C#CC(C)(C)O)cc2C1=O` gave STK33 inh -4 and p53 PUMA act -5.
`C[C@H]1CN([C@@H](C)CO)S(=O)(=O)c2ccc(-c3cccc(C(=O)N(C)C)c3)cc2O[C@@H]1CN(C)C(=O)Nc1ccccc1` gave p53 PUMA act -7.
For C[C@H]1CN([C@@H](C)CO)C(=O)c2cc(-c3ccc(F)cc3)cnc2O[C@@H]1CN(C)CC1CCCCC1 the results were p53 PUMA act 5.
For COc1cccc(S(=O)(=O)N(C)C[C@H]2Oc3ncc(-c4cccc(C(=O)N(C)C)c4)cc3C(=O)N([C@H](C)CO)C[C@@H]2C)c1 the results were p53 PUMA act 3.
CSc1ncc(Cl)c(C(=O)Nc2nnc(SC/C=C/c3ccccc3)s2)n1 was read as STK33 inh -4 and p53 PUMA act -1.
Cc1ccccc1OCC(=O)Nc1cc(-c2nc3ccccc3s2)c(Cl)cc1Cl was read as STK33 inh 0 and p53 PUMA act -28.
CCN(CC(=O)O)S(=O)(=O)c1ccc(F)cc1 was read as STK33 inh -1 and p53 PUMA act 7.
Screening O=C1O[C@H](c2ccccc2)[C@H](c2ccccc2)N2[C@H]1[C@@H](C(=O)O)[C@]1(C(=O)Nc3ccc(C#CCCO)cc31)[C@H]2c1ccc(OCCO)cc1 returned STK33 inh 10.
For CN(C)C(=O)[C@@]1(Cc2ccccc2N=[N+]=[N-])N=C(c2ccc(OCCCO)cc2)O[C@H]1c1ccccc1 the results were STK33 inh 2.
C[C@H](CO)N1C[C@H](C)[C@H](CN(C)Cc2ccc(C(F)(F)F)cc2)Oc2ccc(NC(=O)c3ccncc3)cc2CC1=O was read as STK33 inh 3.
C[C@@H]1CN([C@@H](C)CO)C(=O)c2cc(NS(=O)(=O)c3ccc(F)cc3)ccc2O[C@H]1CN(C)S(=O)(=O)c1cccs1 was read as STK33 inh 0.
COc1ccc(NC(=O)N(C)C[C@H]2Oc3ccc(NS(=O)(=O)c4ccc(Cl)cc4)cc3C(=O)N([C@@H](C)CO)C[C@@H]2C)cc1 was read as STK33 inh 1.
Screening C=CC1(C)C=C2CCC3C(C)(C)C(O[C@@H]4O[C@@H](CO)[C@H](O)[C@H]4O)CCC3(C)C2CC1O[C@@H]1O[C@H](C)[C@H](O)[C@H](O)[C@H]1O (some centres not stated) returned STK33 inh -3 and p53 PUMA act -15.

4 entries drawn at random from those above, as already listed:
C[C@@H]1CN([C@@H](C)CO)C(=O)c2cc(NS(=O)(=O)c3ccc(F)cc3)ccc2O[C@H]1CN(C)S(=O)(=O)c1cccs1 was read as STK33 inh 0.
Screening O=C1O[C@H](c2ccccc2)[C@H](c2ccccc2)N2[C@H]1[C@@H](C(=O)O)[C@]1(C(=O)Nc3ccc(C#CCCO)cc31)[C@H]2c1ccc(OCCO)cc1 returned STK33 inh 10.
COc1ccc(NC(=O)N(C)C[C@H]2Oc3ccc(NS(=O)(=O)c4ccc(Cl)cc4)cc3C(=O)N([C@@H](C)CO)C[C@@H]2C)cc1 was read as STK33 inh 1.
C[C@H](CO)N1C[C@H](C)[C@H](CN(C)Cc2ccc(C(F)(F)F)cc2)Oc2ccc(NC(=O)c3ccncc3)cc2CC1=O was read as STK33 inh 3.

Assay outcomes: PubChem BioAssay, Broad Institute
